Screening data (PubChem BioAssay)
TbPYK inhibitor: qHTS of Trypanosoma Brucei Inhibitors | 410,000 tested, 0.12% active | TbPYK enzyme, Kinase-Glo Plus ATP luminescence, 45 min | Potency, µM (highest dose often 76.8 µM), without a hit: at the top dose activity, negative = inhibition, usual class: inhibitors | pyruvate kinase (Trypanosoma brucei), Q57TT1; active = well fitted inhibition curve with a large enough effect; note: nearly all actives have a fitted effect of over 50% in size
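Assay buffer: 50 mM TEA pH 7.2, 100 mM KCl, 10 mM MgCl2, 0.05% BSA, 0.01% Tween-20. Pyruvate kinase from T. brucei plus substrate met compound, then ADP (130 uM final). Luminescence was read post 45 min RT.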
An asterisk follows results filed as active; & = joins results of further samples; [ ] = another dose, or the depositor's remark. % is set by controls: 0 for no effect and ±100 for the full control effect; potency is the fitted concentration of half-maximal effect. These rows are one share of the data; the hit share may differ from the screen's.

SMILES	TbPYK inhibitor
CN1CC[C@H](c2c(O)cc(O)c3c(=O)cc(-c4ccccc4Cl)oc23)[C@@H](O)C1	3%
O=C(Nc1ccccc1)N1CCC2(CC1)CCN(C(=O)c1csnn1)CC2	0%
O=C(c1cnccn1)N1CCC[C@@]2(CCN(Cc3ccccc3)C2)C1	-6%
COc1ccc(NC(=O)N2CCCC3(CCN(C(=O)c4cccn4C)CC3)C2)cc1	-4%
CCCCCCCN(CC)CCCC(O)c1ccc(NS(C)(=O)=O)cc1 (stereo not drawn)	1%
CCOC(C)=O	-1%
CCOC(=O)/C=C(C)/C=C/C=C(C)/C=C/c1c(C)cc(OC)c(C)c1C	-1%
O=c1c(-c2ccccc2)nc2cnc(N3CCOCC3)nc2n1-c1ccccc1	0%
CC(=O)OC1CN2CCC1CC2 (stereo not drawn)	6%
C[N+]1(C)C2CCC1CC(OC(=O)C(O)c1ccccc1)C2 (stereo not drawn)	-8%
N#CCCn1c(=O)c(-c2cccs2)nc2cnc(Oc3ccccc3)nc21	2%
CC(C)NC(=O)N1CC[C@@]2(CCCN(C(=O)c3ccncc3)C2)C1	7%
O=C1CC[C@H](C(=O)N[C@@H]2C[C@H]2c2ccccc2)N1	-6%
CC[C@@H]1/C=C(\C)C[C@H](C)C[C@H](OC)[C@H]2O[C@@](O)(C(=O)C(=O)N3CCCC[C@H]3C(=O)O[C@H](/C(C)=C/[C@@H]3CC[C@H](Cl)[C@H](OC)C3)[C@H](C)[C@@H](O)CC1=O)[C@H](C)C[C@@H]2OC	-7%
COc1ccc(NC(=O)N2CCC3(CC2)CCN(C(=O)c2cnccn2)CC3)cc1	-11%
O=C(c1cc(C(F)(F)F)cc(C(F)(F)F)c1)N1CCC[C@@]2(CCN(Cc3ccncc3)C2)C1	5%
O=C(Oc1ccccc1)N1CCC[C@@]2(CCN(c3ncccn3)C2)C1	2%
CCOC(=O)[C@@](C)(N)Cc1ccc(O)c(O)c1	3%
CC(=O)OCC(=O)Nc1cc(C#N)cc(NC(=O)COC(C)=O)c1Cl	2%
NC(Cc1ccc(Oc2cc(I)c(O)c(I)c2)c(I)c1)C(=O)O (stereo not drawn)	-4%
O=CCCCC=O	2%
O=C(c1cnccn1)N1CCC2(CCCN(c3ncccn3)C2)CC1	7%
CCn1cc(C(=O)O)c(=O)c2cnc(N3CCCC3)nc21	-2%[33.2 µM]
Cc1nc(NS(=O)(=O)c2ccc(N)cc2)nc(C)c1Br	-2%
COc1ccccc1CN1CCCC2(CCNCC2)C1	-4%
O=c1c(-c2cc(F)cc(F)c2)nc2cncnc2n1Cc1ccc(F)cc1	4%
CS(=O)(=O)c1ccc([C@@H](O)[C@@H](COC(=O)CN)NC(=O)C(Cl)Cl)cc1	-6%
C[C@@]12C=CC(=O)C=C1CCC1C3CC(O)[C@@](O)(C(=O)CO)[C@]3(C)CC(O)[C@]12F (stereo partly drawn)	-3%
COc1ccc(Oc2ncc3nc(C)c(=O)n(CCC#N)c3n2)cc1	-5%
CCCCCCCCCCCCCCCCCC(=O)OCC(O)CO (stereo not drawn)	2%
CNC1CC(N)[C@H](O)[C@@H](O[C@@H]2OC(CO)C3OC4(OC(C(N)CO)C(O)C(O)C4O)O[C@@H]3[C@H]2O)C1O (stereo partly drawn)	-1%
CN1C(=O)C[C@H](c2ccccc2)C1=O	-5%
CC(CN(C)C)CN1c2ccccc2S(=O)(=O)c2ccccc21 (stereo not drawn)	3%
O=C(Nc1ccc(Br)cc1)c1cc(Br)c(Br)s1	5%
O=C(O)CCCCCCNC1c2ccccc2CCc2ccccc21	-7%
Clc1ccc(C(Cn2ccnc2)OCc2ccsc2Cl)c(Cl)c1 (stereo not drawn)	-1%
CCCC(=O)O[C@]1(C(=O)COC(=O)CC)[C@@H](C)C[C@H]2[C@@H]3CCC4=CC(=O)C=C[C@@]4(C)[C@@]3(F)[C@H](O)C[C@@]21C	6%
O=C1c2ccccc2C(=O)C1c1ccc(F)cc1	-3%
CC1(C)S[C@@H]2[C@H](NC(=O)Cc3ccccc3)C(=O)N2[C@@H]1C(=O)O	-4%
CCC1=C[C@@H]2CN(C1)Cc1c([nH]c3ccccc13)[C@@](C(=O)OC)(c1cc3c(cc1OC)N(C)[C@@H]1[C@@](O)(C(=O)OC)[C@H](OC(C)=O)[C@]4(CC)C=CCN5CC[C@]31[C@@H]54)C2	-13%
CCC1(CC)C(=O)NC(=O)NC1=O	4%
C[C@]12C=CC(=O)C=C1CC[C@@H]1[C@@H]2CC[C@@]2(C)[C@H]1CC[C@]2(C)O	1%
C[C@H](CN1c2ccccc2Sc2cccnc21)N(C)C	-10%
FCOC(C(F)(F)F)C(F)(F)F	6%
O=C(O)c1cc(=O)c2c3nc4ccccc4oc-3cc(=O)c2[nH]1	-12%
Cc1nc2ccc(CN(C)c3ccc(C(=O)N[C@@H](CCC(=O)O)C(=O)O)s3)cc2c(=O)[nH]1	-9%
c1ccc(-c2cccc(N3CC[C@@]4(CCCNC4)C3)c2)cc1	7%
CCCCC(=O)OC1CCC2C3CCc4cc(O)ccc4C3CC[C@]12C (stereo partly drawn)	4%
COc1cccc(Cn2c(=O)c(C)nc3cnc(OCc4ccccc4)nc32)c1	5%
CCCCCCCCCCCCCCCCCCO	-3%
O=S(=O)(c1ccccc1)N1CCC2(CCN(c3ncccn3)CC2)CC1	4%
COCC(=O)N1CCC[C@@]2(CCN(C(=O)Nc3cccc(C#N)c3)C2)C1	-4%
FC(F)OC(Cl)C(F)(F)F (stereo not drawn)	-9%
CCN1CCCC1CNC(=O)c1cc(S(=O)(=O)CC)ccc1OC (stereo not drawn)	1%
CC(C)=CCOc1ccc(/C=C/C(=O)c2ccc(OCC=C(C)C)cc2OCC(=O)O)cc1	2%
CC1OC(OCC2OC(Oc3c(-c4ccc(OCCO)c(OCCO)c4)oc4cc(OCCO)cc(O)c4c3=O)C(O)C(O)C2O)[C@@H](O)C(O)C1O (stereo partly drawn)	4%
CO[C@H]1[C@H](O[C@H]2O[C@@H](C)[C@@H](O[C@@H]3C[C@](C)(O)[C@H](O)[C@H](C)O3)[C@@H](N(C)C)[C@@H]2O)[C@@H](CC=O)C[C@@H](C)[C@@H](O[C@H]2CC[C@H](N(C)C)[C@H](C)O2)/C=C\C=C/C[C@@H](C)OC(=O)C[C@H]1O	-5%[33.2 µM]
Cn1cccc1C(=O)N1CCC2(CC1)CCN(c1ccccn1)CC2	7%
Cc1noc(C)c1C(=O)N1CCC[C@@]2(CCN(c3cccc(-c4ccccc4)c3)C2)C1	2%
CC(C)(O/N=C(\C(=O)N[C@@H]1C(=O)N2C(C(=O)[O-])=C(C[n+]3ccccc3)CS[C@@H]12)c1csc(N)n1)C(=O)O	-5%[33.2 µM]

Given in markdown: 2 of the compounds above
| smiles | TbPYK inhibitor |
| --- | --- |
| CCCCCCCCCCCCCCCCCCO | -3% |
| O=S(=O)(c1ccccc1)N1CCC2(CCN(c3ncccn3)CC2)CC1 | 4% |

The listing continues:
SMILES	TbPYK inhibitor
CC(O)C(=O)O (stereo not drawn)	7%
CCc1cc(S(=O)(=O)O)c2cc(C(C)C)cccc1-2	4%
O=C(c1ccco1)N1CCC2(CC1)CCN(c1ccccc1)CC2	3%
CCC(=O)OC1(c2ccccc2)CCN(C)CC1	0%[157 µM]
COc1ncc2nc(C)c(=O)n(CCC#N)c2n1	0%
O=Cc1ccccc1	-2%&-3%
Cn1cccc1C(=O)N1CCC[C@@]2(CCN(Cc3ccccc3)C2)C1	-3%
Cn1cccc1C(=O)N1CCC[C@@]2(CCN(c3ncccn3)C2)C1	0%
Cc1noc(C)c1C(=O)N1CCC2(CC1)CCN(c1ccccn1)CC2	6%
CN1CCCN=C1/C=C\c1cccs1	-5%
CCNc1ncc2nc(-c3ccccc3)c(=O)n(Cc3ccc(F)cc3)c2n1	6%
O=C(c1ccco1)N1CCC2(CCCN(c3ncccn3)C2)CC1	-3%
C[C@](N)(Cc1ccc(O)cc1)C(=O)O	0%
CCOC(=O)[C@@H](N)CS	5%
O=CC=O	-5%
COc1ccccc1CCn1c(=O)c(-c2ccc(Cl)cc2)nc2cncnc21	-1%
O=C(Nc1ccccc1)OC[C@H](CN1CCCCC1)OC(=O)Nc1ccccc1	-1%[33.2 µM]
CC(=O)C[C@H]1[C@H](O[C@H]2[C@H](OC(C)C(=O)N[C@@H](C)C(=O)N[C@H](CCC(=O)N[C@@H](CCCCN)C(=O)N[C@H](C)C(=O)O)C(N)=O)[C@@H](NC(=O)O)C(O)O[C@@H]2CO)O[C@H](CO)[C@@H](O)[C@@H]1O (stereo partly drawn)	-5%
O=c1cnc2cnc(Oc3ccccc3)nc2n1Cc1cccs1	-7%
CCCN[C@@H](C)C(=O)Nc1ccccc1C	6%

3 records picked at random from those above, as already listed:
SMILES	TbPYK inhibitor
CC(=O)C[C@H]1[C@H](O[C@H]2[C@H](OC(C)C(=O)N[C@@H](C)C(=O)N[C@H](CCC(=O)N[C@@H](CCCCN)C(=O)N[C@H](C)C(=O)O)C(N)=O)[C@@H](NC(=O)O)C(O)O[C@@H]2CO)O[C@H](CO)[C@@H](O)[C@@H]1O (stereo partly drawn)	-5%
CCCN[C@@H](C)C(=O)Nc1ccccc1C	6%
COc1ncc2nc(C)c(=O)n(CCC#N)c2n1	0%

Returning to the listing, repeating the seven entries before the break.
SMILES	TbPYK inhibitor
CCOC(=O)[C@@H](N)CS	5%
O=CC=O	-5%
COc1ccccc1CCn1c(=O)c(-c2ccc(Cl)cc2)nc2cncnc21	-1%
O=C(Nc1ccccc1)OC[C@H](CN1CCCCC1)OC(=O)Nc1ccccc1	-1%[33.2 µM]
CC(=O)C[C@H]1[C@H](O[C@H]2[C@H](OC(C)C(=O)N[C@@H](C)C(=O)N[C@H](CCC(=O)N[C@@H](CCCCN)C(=O)N[C@H](C)C(=O)O)C(N)=O)[C@@H](NC(=O)O)C(O)O[C@@H]2CO)O[C@H](CO)[C@@H](O)[C@@H]1O (stereo partly drawn)	-5%
O=c1cnc2cnc(Oc3ccccc3)nc2n1Cc1cccs1	-7%
CCCN[C@@H](C)C(=O)Nc1ccccc1C	6%
COC(=O)CCC[N+](C)(C)C	-7%
N#Cc1cccc(NC(=O)N2CC3(CCN(C(=O)c4ccco4)CC3)C2)c1	-7%
COc1ccc(-c2nc3cnc(Oc4ccccc4)nc3n(Cc3cccs3)c2=O)cc1	1%
C=C1C(CCl)(CCl)C2(Cl)C(Cl)C(Cl)C1(Cl)C2(Cl)Cl (stereo not drawn)	-1%
CC(C)(C)C(=O)OCOC(=O)[C@@H]1N2C(=O)[C@@H](NC(=O)[C@H](N)c3ccccc3)[C@H]2SC1(C)C	3%[33.2 µM]
C[C@H]1CC[C@@H]2[C@@H](C)[C@H]3[C@H](C[C@H]4[C@@H]5CC=C6CC(O[C@@H]7O[C@H](CO)[C@H](O)[C@H](O[C@@H]8O[C@H](CO)[C@@H](O)[C@H](O)[C@H]8O)[C@H]7O[C@H]7O[C@@H](C)[C@H](O)[C@@H](O)[C@H]7O)CC[C@]6(C)[C@H]5CC[C@]34C)N2C1 (stereo partly drawn)	0%
Cc1ccc2c(n1)Oc1ccc(C(C)C(=O)OCC(=O)N(C)C)cc1C2 (stereo not drawn)	-12%&-8%
CC(C)=CCC1C(=O)N(c2ccccc2)N(c2ccccc2)C1=O	3%
CS(=O)(=O)N1CCC[C@@]2(CCN(Cc3ccc(C#N)cc3)C2)C1	-1%
CN[C@@H](C)[C@H]1CC[C@@H](N)[C@@H](O[C@@H]2[C@@H](O)[C@@H](O[C@H]3OC[C@@](C)(O)[C@@H](NC)[C@@H]3O)[C@H](N)C[C@@H]2N)O1 (tested in a mixture with another compound)	2%[33.2 µM]
O=c1c(-c2cccs2)nc2cncnc2n1C1CC1	4%
CN1CC[C@@]2(CCCN(C(=O)c3csnn3)C2)C1	8%
CC(=O)N1CCC2(CCCN(Cc3cc(C(F)(F)F)cc(C(F)(F)F)c3)C2)CC1	0%
CC1=C[C@@H](O)CC(C)(C)[C@@H]1/C=C/C(C)=C/C=C/C(C)=C/C=C/C=C(C)/C=C/C=C(C)/C=C/C1=C(C)C[C@H](O)CC1(C)C	4%
CN(C)c1ccc(N=NS(=O)(=O)O)cc1	-6%[157 µM]
COC(=O)C1=C(C)NC(C)=C(C(=O)OCCCN2CCC(c3ccccc3)(c3ccccc3)CC2)C1c1cccc([N+](=O)[O-])c1 (stereo not drawn)	0%
O=C(Oc1ccccc1)N1CCC2(CCCN(C(c3ccccc3)c3ccccc3)C2)CC1	-6%
NC(=S)N/N=C/c1cccnc1	-5%
CCc1c(C)[nH]c2c1C(=O)[C@H](CN1CCOCC1)CC2	1%[33.2 µM]
CN(C)c1ncc2nc(CCc3ccccc3)c(=O)n(C[C@H]3CCCO3)c2n1	-7%
COCC(=O)N1CCC2(CCN(Cc3nccs3)CC2)CC1	4%
O=NN(CCCl)C(=O)NC1CCCCC1	-7%
O=C(Oc1ccccc1)N1CCC2(CC1)CCN(c1ncccn1)CC2	9%
CC[C@@]1(c2ccccc2)NC(=O)N(C)C1=O	3%
COc1cc([C@@H]2c3cc4c(cc3[C@@H](O)C3COC(=O)C32)OCO4)cc(OC)c1O (stereo partly drawn)	-5%
CCC(=O)OC1CCC2C3CCc4cc(O)ccc4C3CCC12C (stereo not drawn)	0%
Cc1nc2cnc(N3CCNCC3)nc2n(C)c1=O	3%
O=C(c1cnccn1)N1CCC[C@@]2(CCN(c3cccc(-c4ccccc4)c3)C2)C1	-10%
COC(=O)N1CCC2(CCCN(Cc3ccccc3OC)C2)CC1	-3%
CC(=O)N1CCC2(CC1)CN(c1cccc(-c3ccccc3)c1)C2	-22%
O=C(O)c1cn(C2CC2)c2cc(N3CCNCC3)c(F)cc2c1=O	2%[33.2 µM]
NC(CCC(=O)N[C@@H](CS)C(=O)NCC(=O)O)C(=O)O (stereo partly drawn)	7%
O=C(c1csnn1)N1CCC2(CC1)CN(c1ccccn1)C2	-8%
c1ccc(C2(c3ccccc3)CC2C2=NCCN2)cc1 (stereo not drawn)	-11%
